Screening data as filed in PubChem BioAssay.
SKN-1 inh: inhibitors of C. elegans SKN-1. C. elegans VP596 Pgst-4::GFP/RFP ratio, acrylamide-induced, 24 h. inhibition, % at 21.8 µM. hit rate 0.49% among 360,000. AID 624304;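 active = interference check ratio from 0.5 to 1.5 plus GFP to RFP signal ratio inhibition reaching or exceeding a fixed threshold, cut at about 30% in these data, passing the limit was not always enough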; also: some compounds called inactive have numbers as strong as hits
NRP1-CendR mod: alters CendR peptide binding to human NRP-1; FAM-RPARPAR peptide binding to NRP-1, fluorescence polarization; hit rate 0.85% among 360,000; inhibition, % at 25 µM;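 active = inhibition or corrected inhibition above about 18%, plus a signal ratio from 0.5 to 1.5, limit read from the data, passing the limit was not always enough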; also: strong numbers were not always called active
E coli Lon inh: E. coli protease La inhibition; P0A9M0; purified E. coli Lon protease, fluorescence polarization; inhibition, % at 7.94 µM; hit rate 0.42% among 360,000; AID 602123; in the data active = inhibition above about 13%, passing the limit was not always enough;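 also: 0% = enzyme with probe and DMSO and 100% = no enzyme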
Tb MetRS inh: blocks T. brucei methionyl-tRNA synthetase activity | inhibition, % at 11.9 µM | purified T. brucei MetRS, ATP depletion, Kinase-Glo luminescence | hit rate 0.4% among 360,000;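 active = inhibition above a per-plate cutoff of the control wells' mean inhibition plus 3 SD, cut at about 5.5% in these data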;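 also: 0% = DMSO wells median and 100% = median of wells with control inhibitor compound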
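Test system: purified T. brucei MetRS enzyme. Also added: ATP, methionine and E. coli bulk tRNA substrates. Compound: 11.9 µM single point. Schedule: 15 min enzyme-compound preincubation, 2 h reaction, 10 min detection, 25 °C. Signal: luciferase luminescence of residual ATP, Kinase-Glo. Evaluation: percent inhibition versus plate control medians. Controls: DMSO wells, low control.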
MsrA inhibitor: inhibitors of bovine MsrA; hit rate 0.75% among 360,000; purified bovine MsrA, absorbance read-out; inhibition, % at 15.5 µM; AID 651718; in the data active = inhibition above about 4.5%;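 also: 0% = vehicle wells with enzyme and 100% = reference inhibitor wells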
MT1-MMP act inh: inhibitors of human MT1-MMP activation; GFP/RFP ratio change, % at 20 µM; HT1080 RFP-PRO-GFP cells, GFP/RFP ratio fluorescence, overnight; percent of plate control window, DMSO zero; hit rate 0.061% among 360,000; AID 651647;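 active = GFP/RFP ratio change of at least 30% with cell ATP level not reduced by more than half and red fluorescence within 50% of control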; also: strong numbers were not always called active
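Assay system: RFP-PRO-GFP reporter HT1080 cells; read-out basis: GFP/RFP fluorescence ratio; benchmarks: DMSO wells and RFP-L50D-GFP cells; doses: 20 µM single dose, 1% DMSO; schedule: overnight cell settling, then overnight compound exposure, 37 °C, 5% CO2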
FAS-TE inh: FAS thioesterase (human) inhibition; P49327; recombinant FAS-TE, OMFH fluorogenic substrate, fluorescence endpoint; inhibition, % at 15 µM; hit rate 0.67% among 360,000; AID 602261;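 active = compounds whose normalised, plate-corrected inhibition of enzyme fluorescence in the single-dose primary screen is 50% or more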;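 also: 0% = DMSO with enzyme and 100% = substrate without enzyme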
PABP1 MLLE inh: blocks PAM2 peptide binding to the PABP1 MLLE domain; P11940; GST-MLLE / FITC-PAM2 fluorescence polarization; inhibition, % at 20 µM; hit rate 0.36% among 360,000; in the data active = inhibition above about 35%, passing the limit was not always enough;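 also: plate controls were DMSO wells with GST-MLLE for no effect and wells lacking GST-MLLE protein for full effect; some results filed as inactive read as strong as hits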
Target sequence (P11940 whole entry, looked up, the tested form may be a part): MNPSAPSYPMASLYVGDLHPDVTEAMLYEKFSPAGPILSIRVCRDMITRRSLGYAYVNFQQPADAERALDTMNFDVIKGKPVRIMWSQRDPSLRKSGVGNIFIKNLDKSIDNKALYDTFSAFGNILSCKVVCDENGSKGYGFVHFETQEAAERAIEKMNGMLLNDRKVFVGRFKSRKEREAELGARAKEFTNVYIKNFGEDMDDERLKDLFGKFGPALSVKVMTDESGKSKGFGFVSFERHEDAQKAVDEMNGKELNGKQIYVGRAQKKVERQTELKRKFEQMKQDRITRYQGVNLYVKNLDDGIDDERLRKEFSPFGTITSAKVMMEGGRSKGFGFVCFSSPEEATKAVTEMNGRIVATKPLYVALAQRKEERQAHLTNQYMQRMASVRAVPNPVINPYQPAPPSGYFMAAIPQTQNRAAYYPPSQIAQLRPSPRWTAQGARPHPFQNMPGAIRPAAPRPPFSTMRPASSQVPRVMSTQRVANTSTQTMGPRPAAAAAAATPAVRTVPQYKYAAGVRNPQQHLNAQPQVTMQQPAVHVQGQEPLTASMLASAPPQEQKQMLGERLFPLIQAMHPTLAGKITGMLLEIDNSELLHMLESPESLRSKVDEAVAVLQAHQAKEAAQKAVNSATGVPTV
bovine MsrA act: activates bovine MsrA enzyme | purified bovine MsrA, absorbance read-out | activation, % at 10.6 µM | hit rate 0.3% among 360,000 | AID 602163; in the data active = activation above about 7.5%;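 also: 0% = vehicle and 100% = reference activator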
Starred values were filed as active, the others as inactive; · = not tested or not shown.

item	SMILES	SKN-1 inh	NRP1-CendR mod	E coli Lon inh	Tb MetRS inh	MsrA inhibitor	MT1-MMP act inh	FAS-TE inh	PABP1 MLLE inh	bovine MsrA act
1	Cc1cccc(Nc2ncccc2C(=O)NCc2cccs2)c1C	18	-4	-1	-0.8	0.0	-15	21	5	-14
2	c1ccc2c(Oc3ccc4c(c3)OCO4)nncc2c1	10	12	-4	-0.6	1.0	-5	-8	-1	-1
3	Cc1ccc(-c2csc3nnc(SCC(=O)Nc4nsc(-c5ccccc5)n4)n23)cc1	3	-5	-12	-0.4	0.6	5	14	-12	-3
4	C[C@@H]1CN([C@H](C)CO)C(=O)CCCn2nncc2CO[C@@H]1CN(C)C(=O)Nc1ccnc(N2CCOCC2)c1	12	2	-2	0.6	0.1	3	-8	-5	-6
5	Cc1ccc(SCc2cc(=O)[nH]c(Nc3nc(C)c4ccccc4n3)n2)cc1	6	5	0	-0.9	0.1	-5	15	-7	-12
6	NS(=O)(=O)c1cccc2cccnc12	-1	22	3	-0.3	-0.7	1	-14	-4	-4
7	COc1ccc(C(=O)OCC(=O)NCC2CCCO2)cc1[N+](=O)[O-] (stereo not given)	-5	11	-7	-0.8	-0.9	1	0	-9	-5
8	COc1cccc2cc(C(=O)Nc3ccccc3Cl)/c(=N/NS(=O)(=O)c3ccccc3)oc12	21	1	2	0.1	2.1	3	-4	1	-2
9	O=S(=O)(c1ccccc1)c1ccc(N2CCCCCC2)cc1	-4	-7	7	-0.3	1.2	6	23	0	-7
10	O=C(Cc1cc(=O)[nH]c(=O)[nH]1)N1CCC(Cc2ccccc2)CC1	-16	-12	-2	-0.7	-0.7	0	-10	-1	-10
11	COc1cc2[nH]c(-c3cccc(F)c3)cc(=O)c2cc1OC	-6	-4	-11	-0.2	2.0	0	-8	-2	-4
12	COc1ccc(C2=NN(CCC(=O)NC3CCCCC3C)C(=O)CC2)cc1 (stereo not given)	2	0	-10	-0.1	-0.5	-2	1	2	-1
13	Cc1nc(Nc2cccc(Cl)c2)c2oc3ccccc3c2n1	15	-4	-3	-0.9	1.4	-6	16	-9	-3
14	CCOc1ccc(N(CC(=O)N2CCc3ccccc32)S(=O)(=O)c2c(C)noc2C)cc1	3	-13	-6	0.0	0.6	-3	35	18	0
15	COc1ccc(CCNC(=O)CCNS(=O)(=O)c2ccc3c(c2)CCN3C(C)=O)cc1OC	-33	-8	-3	-1.7	0.2	2	-16	-5	-12
16	O=C(Nc1ccc(F)cc1)c1cc(-c2ccncc2)nc2c(Cl)cccc12	6	-2	-3	-0.4	-0.2	-7	10	-7	-9
17	O=C(CNCc1ccco1)Nc1cccc(S(=O)(=O)N2CCCCC2)c1	6	-2	-3	-0.8	-0.5	0	-8	4	-3
18	Cc1ccc(N/C(N)=N/c2nc(CSc3ccc(C)cc3)cc(=O)[nH]2)cc1	3	4	-1	0.0	-1.0	1	-2	-1	-1
19	COc1ccc(-c2nc(-c3ccccc3)c(-c3cc([N+](=O)[O-])ccc3C)[nH]2)cc1OC	-18	0	9	0.1	-0.9	2	33	4	-8
20	COC(=O)c1ccc(NC(=O)Nc2ccc(OC)cc2)cc1	9	14	-2	2.3	2.0	3	-4	10	-4
21	O=C(O)COn1c(-c2ccccc2)nc2ccc([N+](=O)[O-])cc21	27	15	1	-0.3	3.6	3	-1	34	-1
22	Cc1cc(NS(=O)(=O)c2ccc(NC(=O)C(C)Oc3ccc4c(C)cc(=O)oc4c3)cc2)no1 (stereo not given)	28	9	-10	-0.5	0.7	1	-4	2	-5
23	COc1cc2c(cc1OC)CN(Cc1ccccc1)CC2	12	-4	4	0.4	-0.8	-2	-4	-14	-2
24	CCCSc1nc2c(=O)[nH][nH]c(=O)c2n1Cc1ccccc1	-2	13	-5	-0.2	3.8	4	-2	-5	-1
25	Cc1ccc(CCNC(=O)C2CCC(=O)N2C2CCCC2)cc1 (stereo not given)	7	8	7	0.1	-0.4	-3	-11	6	-4

Looked up by structure from the list above (three):
item	SMILES	SKN-1 inh	NRP1-CendR mod	E coli Lon inh	Tb MetRS inh	MsrA inhibitor	MT1-MMP act inh	FAS-TE inh	PABP1 MLLE inh	bovine MsrA act
4	C[C@@H]1CN([C@H](C)CO)C(=O)CCCn2nncc2CO[C@@H]1CN(C)C(=O)Nc1ccnc(N2CCOCC2)c1	12	2	-2	0.6	0.1	3	-8	-5	-6
23	COc1cc2c(cc1OC)CN(Cc1ccccc1)CC2	12	-4	4	0.4	-0.8	-2	-4	-14	-2
20	COC(=O)c1ccc(NC(=O)Nc2ccc(OC)cc2)cc1	9	14	-2	2.3	2.0	3	-4	10	-4

Other results follow:
item	SMILES	SKN-1 inh	NRP1-CendR mod	E coli Lon inh	Tb MetRS inh	MsrA inhibitor	MT1-MMP act inh	FAS-TE inh	PABP1 MLLE inh	bovine MsrA act
26	CCOc1cc(/C=N/NC(=O)C(C)Sc2ccccc2)ccc1O (stereo not given)	4	4	-5	-0.3	0.6	-1	-2	15	-3
27	CN[C@H]1C[C@H]2c3[nH]c4ccc(-c5cccc(C)c5)cc4c3CCN2C[C@H]1[C@H](C)O	-12	-38	-24	-1.9	-0.6	-6	-8	-74	-2
28	O=C(Nc1ccccc1C(F)(F)F)N1CCC(N2CCCCC2)CC1	20	11	6	-0.1	-0.6	3	-5	-3	1
29	COCCNC(=O)CN(c1ccc(C)cc1)S(=O)(=O)c1ccc(SC)cc1	-11	-3	-8	-1.1	-0.2	4	-2	3	0
30	COC(=O)N/N=C/c1ccc(-c2cc(Cl)cc(Cl)c2)o1	-5	-3	2	0.1	3.5	1	4	2	-8
31	N#Cc1c(/N=C/c2ccco2)sc2c1CCCCC2	-1	-5	1	-0.2	-0.8	-2	17	29	-6
32	CC(C)(C)OC(=O)N1CCC(c2c(C(=O)NCC3CCN(C4CCCC4)C3)cnn2-c2ccccc2)CC1 (stereo not given)	6	0	-2	0.3	-0.7	-5	-2	-38	-2
33	COc1ccc(C(=O)Nc2nc3nc(-c4ccccc4)cc(=O)n3[nH]2)cc1	13	-11	-1	-0.4	-0.2	2	0	-22	-4
34	O=C(NCCc1cccnc1)c1cc(COc2ccc(F)cc2Cl)on1	24	4	-12	-0.3	1.6	-7	-1	-20	-4
35	CC1(C(=O)NS(=O)(=O)c2cccc(Cl)c2)CCN1C(=O)CC1CCCCC1 (stereo not given)	-6	-4	-1	-0.2	1.4	-2	-9	3	-7
36	Cc1cc(=O)oc2c(CN3CCCCC3)c(O)c(Cl)cc12	-27	-2	3	-0.5	3.4	-2	-4	0	-1
37	Cc1cc(Cl)c(S(=O)(=O)Nc2cccc(O)c2)cc1OCC(N)=O	-4	-3	-1	0.8	-0.5	4	-8	-6	-4
38	CC(C)CN(C(=O)C1CCCO1)c1c(N)n(CC(C)C)c(=O)[nH]c1=O (stereo not given)	-5	-11	-6	-0.4	-0.3	0	-6	-2	-2
39	O/N=C(\CN1CCCCC1)c1ccccc1	-5	1	9	-0.4	1.0	-5	-5	-3	1
40	CCCOc1ccc(C(C(=O)OCCN(CC)CC)c2ccccc2)cc1 (stereo not given)	4	8	-4	-0.4	-0.6	2	-11	2	-1
41	Cc1cc([N+](=O)[O-])c(C)cc1-c1ccc(/C=N/NC(=O)Cn2nnnc2N)o1	14	-24	-2	0.2	-0.4	-8	2	-7	-4
42	O=C(Nc1nnc(S(=O)(=O)N2CCOCC2)s1)c1ccc(F)cc1	5	-8	-8	-0.3	1.2	1	-7	2	-5
43	NC(=O)NC(=O)COC(=O)c1sc2ccccc2c1Cl	-6	-16	3	-0.2	2.1	1	-4	8	-4
44	COc1ccc(N2CCN(Cc3nnnn3C3CCCCC3)CC2)cc1	1	23*	4	-0.4	-0.7	9	1	2	-4
45	c1ccc(-n2ncc3c2ncn2cnnc32)cc1	7	-2	-11	0.3	0.4	6	-9	-2	3
46	Cc1cc(C)n2nc(SCC(=O)c3cc(C)n(-c4cc(C)on4)c3C)nc2n1	0	-11	-4	-0.4	0.5	-6	10	20	-1
47	CCCCN1C(=O)NC(NC(C)=O)(C(F)(F)F)C1=O (stereo not given)	-6	-4	-5	-0.9	1.5	0	-7	-9	-3
48	O=C(CCCN1C(=O)/C(=C/c2ccccc2Cl)SC1=S)Nc1ccccn1	-6	-2	-8	0.2	0.3	0	34	-4	-2
49	CCOC(=O)CN(c1cccc(C(C)=O)c1)S(C)(=O)=O	3	-18	2	-1.1	·	7	-9	13	-12
50	Cc1cccnc1Oc1ncccc1N	-4	-5	9	0.2	0.7	4	-7	4	-5
51	CC1CCCCC1NC(=O)c1ccc(-n2cncn2)c([N+](=O)[O-])c1 (stereo not given)	12	-3	3	37*	-0.7	2	-1	-6	-1
52	COc1cc(C(=O)OCC(=O)N(C)c2ccccc2)cc(OC)c1OC	7	-3	2	-0.4	0.4	0	-4	-3	2
53	Cc1nc(C)c(-c2ccc(SCC(=O)Nc3ccc(C)c(Cl)c3)nn2)s1	21	-11	-4	-0.3	-0.7	2	-5	5	-4
54	N#CC(C#N)=Cc1ccc(-c2ccc(S(=O)(=O)N=C(N)N)cc2)o1	10	-32	-14	1.2	1.7	-8	16	-2	1
55	COc1ccc(CNC(=O)CCNS(=O)(=O)c2ccc(C)cc2)cc1	16	5	2	-0.2	0.7	-2	-4	-3	-2
56	O=C(COc1ccccc1Cl)N1CCCC1	-12	4	-7	-0.9	-0.7	2	-6	3	-4
57	O=C(COc1ccc(Cl)cc1Cl)NNC(=S)NCc1ccco1	-6	6	5	6.4*	-0.5	0	2	-44	-9
58	Cc1cc(-c2ccccc2)c2nncn2n1	3	6	-1	-0.1	-0.5	0	-2	-4	-1
59	COc1ccc(OCc2cc(C(=O)N3CCCCCCC3)no2)c(Cl)c1	13	14	-11	0.5	0.2	0	10	0	-4
60	O=C(COC(=O)c1ccc2c(c1Cl)C(=O)c1ccccc1C2=O)NC1CC1	10	0	1	-0.7	4.0	8	-1	12	0
61	O=C(/C=C/c1ccccc1)OCC(=O)N1CCCC1	2	1	-3	0.4	0.7	2	-7	-7	-2
62	COCCNC(=S)N1CCN(c2nc(-c3ccc(F)cc3)cs2)CC1	22	6	7	2.9	0.2	2	25	-122	-2
63	COc1ccc(Br)cc1CN(C)CC(=O)NCCc1ccc(S(N)(=O)=O)cc1	8	3	-1	0.2	-1.1	2	-5	7	1
64	O=C(Nc1ccc2nsnc2c1)N1CCCCC1	5	8	-2	-0.5	0.5	2	-12	-5	-3
65	CC(C)NCCOCCOc1ccc(Cl)cc1Br	8	10	-3	1.4	0.3	-1	-11	-3	-2
66	Cc1ccc(C)c(C(=O)OCC(=O)Nc2ccc(N3CCOCC3)cc2)c1	-8	0	2	-0.8	-0.4	-1	-4	7	-9
67	CCOc1ccccc1NC=C1C(=O)OC2(CCCCC2)OC1=O	3	0	9	0.2	0.7	-3	14	-8	-1
68	COc1ccc(OC)c(CNC(=O)CCc2cn(C)c3ccccc23)c1	-2	-1	12	-2.1	0.1	0	-1	13	-7
69	CCCc1ccc2oc(C(=O)N3CCN(C4CCS(=O)(=O)C4)CC3)c(C)c2c1 (stereo not given)	16	-3	11	-0.1	0.4	-1	-2	13	-4
70	S=C(NCCCN1CCOCC1)Nc1ccc(Cl)cc1Cl	-2	-10	1	-1.0	-0.4	5	-7	5	-3
71	COc1ccc(C(=O)NCC(c2ccccc2)c2ccccc2)cc1S(=O)(=O)N1CCOCC1	7	-3	-14	-0.2	-1.1	-4	8	12	-1
